# IDE inh = inhibits human insulin-degrading enzyme in HEK cells; P14735; FAbetaB cleavage, fluorescence polarization; inhibition, % at 5.59 µM; actives 0.41% (n = 320,000); AID 434962;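 active = percent inhibition above the average of all tested compounds plus 3 SD, set per screening campaign, cut at about 16% in these data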;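 also: IDE supplied by intact live HEK cells; FP after avidin binding of uncleaved biotin substrate so inhibition keeps polarization high; 0% = DMSO wells and 100% = 60 µM reference IDE inhibitor Ii1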
# Target sequence (P14735 whole entry, looked up): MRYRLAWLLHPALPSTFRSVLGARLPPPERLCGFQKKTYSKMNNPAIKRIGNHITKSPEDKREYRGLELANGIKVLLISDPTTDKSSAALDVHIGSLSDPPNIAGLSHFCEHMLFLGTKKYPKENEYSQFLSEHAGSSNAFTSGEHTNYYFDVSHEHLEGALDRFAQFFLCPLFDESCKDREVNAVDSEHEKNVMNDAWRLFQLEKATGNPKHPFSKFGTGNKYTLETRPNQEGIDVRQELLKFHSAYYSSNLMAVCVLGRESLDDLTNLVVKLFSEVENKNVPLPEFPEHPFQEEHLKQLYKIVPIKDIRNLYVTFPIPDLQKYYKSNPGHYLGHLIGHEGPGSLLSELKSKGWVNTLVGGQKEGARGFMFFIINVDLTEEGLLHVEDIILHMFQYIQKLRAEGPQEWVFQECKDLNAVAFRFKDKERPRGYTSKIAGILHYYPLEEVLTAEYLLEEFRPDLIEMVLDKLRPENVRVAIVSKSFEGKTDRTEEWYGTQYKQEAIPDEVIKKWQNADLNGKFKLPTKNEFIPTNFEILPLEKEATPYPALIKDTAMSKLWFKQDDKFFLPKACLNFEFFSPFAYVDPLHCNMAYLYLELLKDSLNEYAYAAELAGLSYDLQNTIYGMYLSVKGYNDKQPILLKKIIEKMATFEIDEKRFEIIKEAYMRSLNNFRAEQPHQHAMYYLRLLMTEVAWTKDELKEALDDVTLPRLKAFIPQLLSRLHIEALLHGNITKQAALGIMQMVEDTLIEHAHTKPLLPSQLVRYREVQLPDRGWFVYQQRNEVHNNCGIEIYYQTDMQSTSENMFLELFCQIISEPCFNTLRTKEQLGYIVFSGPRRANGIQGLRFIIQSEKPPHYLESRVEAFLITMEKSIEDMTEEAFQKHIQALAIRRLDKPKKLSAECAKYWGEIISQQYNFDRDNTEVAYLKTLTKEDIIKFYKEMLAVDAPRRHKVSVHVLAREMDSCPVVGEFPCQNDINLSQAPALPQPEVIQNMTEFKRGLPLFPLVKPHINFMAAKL
# IMP-1 inh = inhibitors of Pseudomonas aeruginosa IMP-1 metallo-beta-lactamase. inhibition, % at 5.6 µM. actives 0.45% (n = 290,000). AID 1556. purified IMP-1, nitrocefin hydrolysis, epi-absorbance fluorescence;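 active = inhibition above the mean plus 3 SD of all compounds in the same screening run, cut at about 4.5% in these data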;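 also: 0% = IMP-1 with DMSO and 100% = DMSO wells lacking enzyme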
#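 System: Purified IMP-1 | Read-out basis: Percent enzyme inhibition | Controls: IMP-1 with DMSO as 0%, enzyme-free DMSO as 100% | Replicates: One well per compound | Doses: 5.6 µM nominal single concentration | Detection: Epi-absorbance fluorescence, 480 nm excitation, 530 nm emission | Incubation: 25 °C, 15 min preincubation, 25 min reaction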
# VIM-2 inhibitor = blocks Pseudomonas aeruginosa VIM-2 metallo-beta-lactamase; purified VIM-2, nitrocefin hydrolysis, epi-absorbance fluorescence; inhibition, % at 5.6 µM; actives 0.89% (n = 290,000); AID 1527;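 active = inhibition above the mean of all tested compounds plus 3 SD, cutoff set per screening run, cut at about 7.5% in these data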;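 also: red hydrolysis product quenches plate fluorescence so inhibitors raise well fluorescence; 0% = enzyme with DMSO and 100% = DMSO without enzyme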
# pCIP destab = compounds decreasing mouse p/CIP protein stability; F442A p/CIP-EGFP cells, EGFP fluorescence, 16 h; actives 0.01% (n = 290,000); decrease of EGFP signal, % at 10 µM;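 active = EGFP signal decrease of at least 30% at 10 µM or well 3 SD below plate mean, unless failing retest; inactive = the rest, including hits failing retest or dose response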; also: some compounds called inactive have numbers as strong as hits; many of its hits are not listed in these tables
# M18AAP inhibitor = blocks P. falciparum M18 aspartyl aminopeptidase | actives 1.2% (n = 290,000) | inhibition, % at 7.35 µM | recombinant PfM18AAP, H-Glu-NHMec fluorogenic cleavage;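 active = inhibition above the campaign mean inhibition over all tested compounds plus 3 SD, cut at about 28% in these data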;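 also: 0% = plate median of test compound wells and 100% = 2 mM ZnCl2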
# FID counter = counter-screen for HCV NS3 helicase inhibitors: DNA intercalator displacement. AID 1845. inhibition, % at 7.9 µM. DNA fluorescent intercalator displacement, fluorescence. actives 0.17% (n = 290,000); in the data active = inhibition above about 37%;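 also: 0% = vehicle and 100% = reference compound; higher means more ethidium bromide displaced from hairpin DNA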
# IDE cell activ = activators of human insulin-degrading enzyme in cells; actives 0.073% (n = 340,000); activation, % at 5.96 µM; HEK cells, FAbeta-B cleavage, fluorescence polarization; 0% vehicle, 100% cell-free pure enzyme wells;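 active = activation above the mean of all tested compounds plus 3 SD, set per screening campaign, cut at about 17% in these data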
# HCV NS3 hel inh = inhibitors of Hepatitis C virus NS3 helicase. actives 0.56% (n = 290,000). NS3 helicase DNA unwinding, Cy5 molecular beacon fluorescence. inhibition, % at 10.9 µM;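 active = inhibition above the mean of all tested compounds plus 3 SD, set per campaign, cut at about 35% in these data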;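 also: 0% = DMSO wells and 100% = thioflavine S control wells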
#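 Assay system: hepatitis C virus NS3 helicase domain fragment enzyme. Also added: annealed dual-labelled DNA beacon duplex, ATP-started. Timing: 1 h reaction at 25 °C, ATP-initiated. Technique: Cy5 fluorescence at 0 and 60 min, beacon hairpin quenching. Evaluation: % inhibition of unwinding. Replication: one well per compound.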
# SUMO HTRF inh = SUMOylation inhibition; P63279; HTRF SUMOylation assay, SAE1/SAE2 + UBC9, in vitro; inhibition, % at 35 µM; actives 0.36% (n = 290,000); AID 2006; in the data active = inhibition above about 50%, passing the limit was not always enough; also: strong numbers were not always called active
# Numbers without * were called inactive; . = no result given.
SMILES,IDE inh,IMP-1 inh,VIM-2 inhibitor,pCIP destab,M18AAP inhibitor,FID counter,IDE cell activ,HCV NS3 hel inh,SUMO HTRF inh
COc1ccc2c(c1)CC(C)C/C2=N\NC(=O)c1ccco1 (stereo not given),-1,-2.5,-2.1,-8,-5,0,0,-9,-5
COc1cc(-c2c(C#N)c(N)nc3c2c(C)nn3-c2ccc(C)c(C)c2)cc(OC)c1OC,0,-1.9,-2.0,4,1,-21,9,-2,8
NCCCC[C@@H]1NC(=O)c2cc([N+](=O)[O-])cc(I)c2SC[C@@H](C(=O)NCC(N)=O)NC(=O)CNC1=O,1,-0.6,-1.2,-7,-1,4,8,3,12
CCc1ccc(C(=O)NNc2ccc(Cl)cc2)cc1,2,-4.5,-2.0,-23,16,3,3,11,-17
CN1/C(=C/C=N/n2cnnc2)C(C)(C)c2ccccc21,7,-0.3,-4.8,-2,27,-10,3,0,-12
Nc1ccc2nc(CN3CCOCC3)[nH]c2c1,-6,-5.2,-5.1,-2,-1,2,0,2,9
CCN1C(=O)/C(=C/c2cnn(C)c2C)SC1=S,.,-4.8,-4.0,-2,-1,1,.,1,-1
CCNC(=S)Nc1ccc(OCc2nc3ccccc3s2)cc1,-1,1.1,-0.5,-6,13,-19,-5,-2,-12
CC(=O)OC(C(=O)N1CCN(c2ccc(F)cc2)CC1)c1ccccc1 (stereo not given),0,-1.7,-3.6,-9,-1,-17,7,-2,-49
CSc1nnc(NC(=O)c2cc(=O)c3cc(C)cc(C)c3o2)s1,-2,-1.4,0.8,2,-12,-11,0,10,15
N#Cc1ccc(C23CC4(C2)[C@H](CN(Cc2cccnc2)[C@@H]4c2ccccc2)C3c2ccccc2)cc1 (stereo not given in full),5,.,.,-9,.,.,7,.,12
COc1ccc(OCc2nnc(SCC(=O)NNC(=O)c3ccc(C)cc3)n2C)cc1,4,-2.2,-1.1,0,2,-22,4,3,6

# Only IDE inh and SUMO HTRF inh, for some of the entries so far:
SMILES | IDE inh | SUMO HTRF inh
CCN1C(=O)/C(=C/c2cnn(C)c2C)SC1=S | . | -1
CCNC(=S)Nc1ccc(OCc2nc3ccccc3s2)cc1 | -1 | -12

# Other records follow.
SMILES,IDE inh,IMP-1 inh,VIM-2 inhibitor,pCIP destab,M18AAP inhibitor,FID counter,IDE cell activ,HCV NS3 hel inh,SUMO HTRF inh
CC(C)Oc1ccc(Cn2c(-c3ccco3)n[nH]c2=S)cc1,5,-5.7,16*,-14,6,-15,5,-2,-9
CC1Cc2ccccc2N1C(=O)CSc1nnc2c(n1)[nH]c1ccc(F)cc12 (stereo not given),0,-1.4,-3.3,2,0,-3,2,-5,3
COc1ccc(S(=O)(=O)Cc2ccc(C(=O)NCc3ccccc3)o2)cc1,7,-2.0,-2.0,-6,-13,-25,-5,0,25
COc1ccccc1C1C2=C(CC(C)(C)CC2=O)Nc2nnnn21 (stereo not given),-5,-2.4,-2.0,0,3,-6,5,3,-3
Cc1cc(O)c(-c2cc(C(=O)NCCc3ccc(S(N)(=O)=O)cc3)[nH]n2)cc1C,-1,-2.6,-3.4,-7,12,-12,4,-5,6
Cc1ccc(N2CCN(C(=O)NC3CCCCC3)CC2C)cc1 (stereo not given),9,-2.9,-0.4,-8,-2,-31,1,-13,8
COc1cc(C(=O)NCC(=O)N/N=C\C(C)=C/c2ccccc2)cc(OC)c1OC,4,-3.7,-0.6,4,-2,-37,-8,-16,-2
CC(=O)Nc1ccc(-c2nc3ccc(NC(C)=O)cc3o2)cc1,2,-0.3,1.7,-12,0,-8,2,-9,51*
Cn1nccc1C(=O)NC(=S)Nc1cc(Cl)cc(Cl)c1,-2,0.6,-1.8,3,10,-16,1,0,-14
CCN(CC)c1nc(N)nc(N(c2ccccc2)c2ccccc2)n1,0,-3.9,-3.3,7,8,-10,2,-3,-15
Cn1cc(-c2ccccc2C(=O)O)c(=O)c2ccccc21,0,-4.3,7.1,-2,-2,-3,3,1,1
Cc1cc(C)nc(Sc2ccc3nnc(C(F)(F)C(F)(F)C(F)(F)F)n3n2)n1,3,-1.5,-1.4,21,2,-20,-4,4,1
O=C(C1CCCCC1)N1CCN(c2nc(-c3ccc(F)cc3)cs2)CC1,11,-3.0,-0.3,-4,4,0,2,-11,16
CC1CCc2c(nc3ncnn3c2NCCc2ccccc2F)C1 (stereo not given),8,-3.6,-1.9,-26,-2,-28,2,5,23
CN(C)S(=O)(=O)c1ccc(N2CCCC2)c(C(=O)NCc2cccc(C(F)(F)F)c2)c1,3,-4.8,-3.0,-15,4,-7,9,-2,-1
O=C(Nc1ccc2c(c1)CCC2)c1cnn2c1NC(c1ccco1)CC2C(F)(F)F (stereo not given),-2,-5.8,-3.4,-5,-2,-6,5,1,-2
CCC(C(=O)Nc1ccc(C(=O)Nc2ccccc2C(=O)O)cc1)c1ccccc1 (stereo not given),.,-3.0,-3.1,-6,-4,-12,6,-26,15
CC1CCC(NC(=O)c2cc3c(s2)CS(=O)(=O)C3)CC1 (stereo not given),.,0.6,-1.4,3,6,-4,3,9,-7
CC(C)(C)c1ccc(C(=O)N/C(=C\c2ccco2)C(=O)O)cc1,7,-3.2,-1.5,-1,6,-21,3,29,11
N#Cc1ccc(CSc2nnc(-c3cccc(S(=O)(=O)N4CCCCC4)c3)o2)cc1,2,-1.2,-1.5,2,4,-2,-1,0,-3
O=C(CSc1ncnc2c1oc1ccccc12)Nc1cccc(Cl)c1,-1,-1.8,0.4,13,-8,9,-5,5,12
CCCCNC(=O)C(C#N)c1nc2ccccc2nc1N1CCN(c2ccccc2F)CC1 (stereo not given),3,-2.8,-3.1,6,3,-2,1,-3,14
CCCn1c(NC(=S)Nc2ccccc2)nc2ccccc21,16,-2.4,-3.0,-16,6,2,-19,-11,-64
O=c1c2ccccc2nnn1CSc1nnc(-c2cccc(S(=O)(=O)N3CCCCC3)c2)o1,-1,-6.3,-1.7,0,-5,-21,2,2,-3

# An excerpt of these results, with values under each structure:
# Every second line gives: IDE inh	IMP-1 inh	VIM-2 inhibitor	pCIP destab	M18AAP inhibitor	FID counter	IDE cell activ	HCV NS3 hel inh	SUMO HTRF inh
CCN(CC)c1nc(N)nc(N(c2ccccc2)c2ccccc2)n1
  0	-3.9	-3.3	7	8	-10	2	-3	-15
Cn1cc(-c2ccccc2C(=O)O)c(=O)c2ccccc21
  0	-4.3	7.1	-2	-2	-3	3	1	1
Cc1cc(C)nc(Sc2ccc3nnc(C(F)(F)C(F)(F)C(F)(F)F)n3n2)n1
  3	-1.5	-1.4	21	2	-20	-4	4	1
O=C(C1CCCCC1)N1CCN(c2nc(-c3ccc(F)cc3)cs2)CC1
  11	-3.0	-0.3	-4	4	0	2	-11	16
CC1CCc2c(nc3ncnn3c2NCCc2ccccc2F)C1 (stereo not given)
  8	-3.6	-1.9	-26	-2	-28	2	5	23
CN(C)S(=O)(=O)c1ccc(N2CCCC2)c(C(=O)NCc2cccc(C(F)(F)F)c2)c1
  3	-4.8	-3.0	-15	4	-7	9	-2	-1
O=C(Nc1ccc2c(c1)CCC2)c1cnn2c1NC(c1ccco1)CC2C(F)(F)F (stereo not given)
  -2	-5.8	-3.4	-5	-2	-6	5	1	-2
CCC(C(=O)Nc1ccc(C(=O)Nc2ccccc2C(=O)O)cc1)c1ccccc1 (stereo not given)
  .	-3.0	-3.1	-6	-4	-12	6	-26	15
CC1CCC(NC(=O)c2cc3c(s2)CS(=O)(=O)C3)CC1 (stereo not given)
  .	0.6	-1.4	3	6	-4	3	9	-7
CC(C)(C)c1ccc(C(=O)N/C(=C\c2ccco2)C(=O)O)cc1
  7	-3.2	-1.5	-1	6	-21	3	29	11
N#Cc1ccc(CSc2nnc(-c3cccc(S(=O)(=O)N4CCCCC4)c3)o2)cc1
  2	-1.2	-1.5	2	4	-2	-1	0	-3
O=C(CSc1ncnc2c1oc1ccccc12)Nc1cccc(Cl)c1
  -1	-1.8	0.4	13	-8	9	-5	5	12
CCCCNC(=O)C(C#N)c1nc2ccccc2nc1N1CCN(c2ccccc2F)CC1 (stereo not given)
  3	-2.8	-3.1	6	3	-2	1	-3	14
CCCn1c(NC(=S)Nc2ccccc2)nc2ccccc21
  16	-2.4	-3.0	-16	6	2	-19	-11	-64
O=c1c2ccccc2nnn1CSc1nnc(-c2cccc(S(=O)(=O)N3CCCCC3)c2)o1
  -1	-6.3	-1.7	0	-5	-21	2	2	-3

# (listing goes on)
SMILES,IDE inh,IMP-1 inh,VIM-2 inhibitor,pCIP destab,M18AAP inhibitor,FID counter,IDE cell activ,HCV NS3 hel inh,SUMO HTRF inh
CC(C)N(C(=O)N1CCC(c2nc(-c3ccncc3)no2)CC1)C(C)C,2,-1.4,-3.0,-7,-2,-30,-1,-4,11
CCN1C(=O)C(CC(=O)Nc2ccc(OC)cc2)N(CCCN2CCN(c3ccc(OC)cc3)CC2)C1=S (stereo not given),-2,-3.4,-1.9,16,5,14,4,-85,-5
CCCN(Cc1cc2cc(C)ccc2[nH]c1=O)C(=O)c1ccccn1,0,-2.3,-3.0,10,3,-20,2,-8,7
Cn1nc(OCCOc2ccccc2)ccc1=O,2,-2.3,-0.7,-4,-8,5,-3,-2,16
O=C(/C=C/c1ccncc1)c1cc(Cl)ccc1O,-1,-2.6,-2.3,-8,10,-9,-1,-13,3
O=C(N[C@H](Cc1ccc(Cl)cc1)C(=O)O)OCC1c2ccccc2-c2ccccc21,0,-3.5,-1.6,-17,-3,0,-1,-30,18
CCOC(=O)c1[nH]cnc1C(=O)Nc1ccccc1OC,8,-4.6,-5.0,-13,5,-2,3,-6,8
CC1CCN(CC(=O)NC2CCCCC2)CC1,8,-5.5,-3.4,-5,-5,-1,5,-10,5
NC(=O)[C@@H]1CC2(CC(c3cccc(NC(=O)CC(c4ccccc4)c4ccccc4)c3)=NO2)CN1C(=O)[C@@H]1CCC(=O)N1 (stereo not given in full),1,.,.,-6,.,.,0,.,5
COc1ccc(CN2CCN(C(=O)c3ccc(-c4ccccc4)cc3)CC2)c(OC)c1OC,-5,-0.3,-0.7,12,-9,-6,7,-3,-4
CCN=C1SC(CC(=O)NC(N)=O)C(=O)N1CC (stereo not given),0,-0.8,-1.5,-11,-6,-1,2,1,17
CCOc1ccc(S(=O)(=O)N2CCN(Cc3ccc4c(c3)OCO4)CC2)cc1C,-1,-0.7,0.3,-2,-10,-19,3,-20,2
Cc1cccc2cc3cccc(C)c3nc12,-5,-1.0,-0.8,-3,-3,2,2,2,16
Cc1ccc(S(=O)(=O)Nc2ccc(C(=O)Nc3cc(C)on3)cc2)cc1,1,-1.1,0.6,-4,3,-11,4,3,-8
CCOc1ccccc1N(CC(=O)NC(C)(C)C)C(=O)CCC(=O)Nc1nccs1,2,-1.8,0.1,-3,6,-36,-1,-14,1
Cc1ccc2nc(-c3cccc(S(=O)(=O)N4CCCC4)c3)cn2c1,1,-1.1,-3.2,-8,0,-17,1,-2,10

# Source: PubChem BioAssay
